Screens from PubChem BioAssay.
JMJD2C inh – inhibitors of GASC-1 histone demethylase, primary screen, biochemical, fluorescence, DELFIA europium; Lysine-specific demethylase 4C (Homo sapiens), Q9H3R0; GST-JMJD2C(1-420) H3K9me3 demethylation; inhibition, % at 2.35 µM; 0.069% of 330,000 active; AID 2099, 2009;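 active = more than half of a compound's replicate wells show inhibition beyond 50%, single wells judged on their own value; inconclusive = some, but no more than half, of replicates pass 50% inhibition; inactive = no replicate passes 50% inhibition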;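 also: signal counts dimethyl H3K9 product captured on neutravidin plate; 0% = median of DMSO wells and 100% = 0.3 times that DMSO median; strong numbers were not always called active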
Target sequence (Q9H3R0 1-420 limits assumed): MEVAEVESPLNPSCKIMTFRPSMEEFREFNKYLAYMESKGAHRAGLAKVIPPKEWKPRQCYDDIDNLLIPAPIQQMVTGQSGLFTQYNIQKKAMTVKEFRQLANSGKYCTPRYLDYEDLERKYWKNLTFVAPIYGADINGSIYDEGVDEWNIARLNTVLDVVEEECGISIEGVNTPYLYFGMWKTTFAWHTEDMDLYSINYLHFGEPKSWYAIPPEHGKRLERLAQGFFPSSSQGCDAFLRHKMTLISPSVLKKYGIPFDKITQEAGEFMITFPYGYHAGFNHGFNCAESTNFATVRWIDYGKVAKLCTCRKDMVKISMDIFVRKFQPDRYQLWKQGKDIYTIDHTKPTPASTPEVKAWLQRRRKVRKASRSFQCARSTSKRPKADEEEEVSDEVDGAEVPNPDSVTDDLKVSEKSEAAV
procasp7 counter – procaspase-7 activators, primary screen, counter-screen for procaspase-3 activator project, biochemical, absorbance, HTS, human; activation, % at 8.5 µM; Caspase-7 (Homo sapiens), P55210; recombinant procaspase-7, Ac-DEVD-pNA absorbance 405 nm; D23A/D198A/D206A triple mutant, cannot self-cleave; scale: DMSO 0, 5 µM enzyme 100; 0.093% of 330,000 active; AID 463210, 2010;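 active = percent activation above the screen-wide mean plus 3 SD, cut at about 25% in these data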
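Detection: p-Nitroaniline absorbance at 405 nm, read at 0 and 120 min; system: Uncleavable procaspase-7 mutant enzyme; evaluation: % activation from two-timepoint absorbance difference, scaled to controls; times: 1 h enzyme–compound preincubation and 2 h substrate reaction, both 25 °C; buffer or medium: Zinc-free HEPES pH 7.4 with 300 mM NaCl, 0.01% Triton X-100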
GRK2 inh – compounds blocking aptamer binding on GRK2 – biochemical, human GRK2, bead flow cytometry, HTS, primary screen. Beta-adrenergic receptor kinase 1 (Homo sapiens), P25098. FAM-aptamer displacement from GRK2. inhibition of aptamer binding, % at 10 µM. 0.59% of 330,000 active. AID 488847, 2010;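 active = inhibition of aptamer binding above 40%, roughly 3 SD of noise, on plates passing a quality check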;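 also: median bead fluorescence of bound FAM aptamer so fluorescent compounds give negative values; no value below 0 was filed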
VLA-4 inh – inhibition in human VLA-4 binding assay, primary screen, VLA-4 allosteric modulator project, MLPCN library, flow cytometry, VLA-4 expressing cells | Integrin alpha-4 (Homo sapiens), P13612 | ligand binding flow cytometry | inhibition, % (about 7 µM as worked out from the volumes in the protocol) | 0.2% of 330,000 active; in the data active = inhibition above about 50%
Fh CTSL1 inh – Fasciola hepatica cathepsin L1 inhibitors, primary screen, counter-screen for PFM18AAP inhibitor project, biochemical, QFRET, fluorogenic peptide substrate | recombinant F. hepatica cathepsin L1, Z-Leu-Arg-MCA fluorescence | inhibition, % at 5.96 µM | 0.49% of 300,000 active | AID 1906, 2009;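 active = inhibition above the mean of all tested compounds plus 3 SD, set per screening campaign, cut at about 17% in these data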;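 also: 0% = plate median of test compound wells and 100% = 1 µM Z-Phe-Ala-diazomethylketone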
procasp3 activ – activators of human procaspase-3 D3A mutant, primary screen, biochemical, absorbance, PC-3 D3A mutant, single concentration; recombinant procaspase-3 D3A, Ac-DEVD-pNA absorbance 405 nm; activation, % at 8.5 µM; 0.11% of 330,000 active;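 active = activation above the mean of all tested compounds plus 3 SD, cut at about 21% in these data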;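 also: 0% = DMSO alone and 100% = DMSO wells spiked with extra 5 µM PC-3 D3A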
Target sequence (P42574 whole entry D9A/D28A/D175A): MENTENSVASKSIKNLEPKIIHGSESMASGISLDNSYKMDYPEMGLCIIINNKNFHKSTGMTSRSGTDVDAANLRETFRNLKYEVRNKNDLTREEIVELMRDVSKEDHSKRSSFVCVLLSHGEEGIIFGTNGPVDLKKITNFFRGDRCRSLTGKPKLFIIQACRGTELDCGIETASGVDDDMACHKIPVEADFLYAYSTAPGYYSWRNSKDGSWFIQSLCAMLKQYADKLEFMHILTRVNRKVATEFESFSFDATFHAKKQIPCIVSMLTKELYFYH
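Compound: 8.5 µM single point, 0.8% DMSO / Material: Autoprocessing-dead procaspase-3 D3A mutant enzyme / Timing: 1 h preincubation plus 2 h reaction at 25 °C / Medium: Zinc-free HEPES/NaCl buffer with 0.01% Triton X-100 at pH 7.4 / Technique: 405 nm absorbance of p-nitroaniline, reads at 0 and 120 min / Repeats: one well per compound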
PP5 primary – PP5 phosphatase inhibitors, primary screen, biochemical, fluorescence | inhibition, % at 6.7 µM | 0.18% of 320,000 active | Serine/threonine-protein phosphatase 5 (Homo sapiens), P53041 | purified PP5c, OMFP substrate fluorescence;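 active = inhibition above the campaign's mean inhibition across all tested compounds plus 3 SD, cut at about 9.5% in these data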;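 also: 0% = DMSO only and 100% = 100 µM cantharidin control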
PP1 inh – PP1-alpha phosphatase inhibitors, primary screen, counter-screen for PP5 inhibitor project, biochemical, fluorescence, OMFP substrate, single point; AID 2235, 2010; inhibition, % at 6.7 µM; 0.9% of 320,000 active; purified PP1alpha;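 active = inhibition above the mean inhibition of all tested compounds plus 3 SD, computed separately for each screening campaign, cut at about 15% in these data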
Target sequence (P62136 whole entry, looked up): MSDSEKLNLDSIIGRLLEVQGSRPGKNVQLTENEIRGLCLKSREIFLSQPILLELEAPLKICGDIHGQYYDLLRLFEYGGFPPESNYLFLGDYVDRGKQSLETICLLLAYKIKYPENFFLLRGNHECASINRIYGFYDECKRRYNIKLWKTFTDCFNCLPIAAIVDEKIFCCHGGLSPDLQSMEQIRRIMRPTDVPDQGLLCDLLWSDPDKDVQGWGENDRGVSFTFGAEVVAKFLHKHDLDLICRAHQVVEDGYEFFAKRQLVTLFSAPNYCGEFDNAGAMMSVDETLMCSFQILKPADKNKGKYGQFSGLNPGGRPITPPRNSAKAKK
core dimer inh – inhibitors of HCV core protein dimerization, primary screen, biochemical, TR-FRET, high-throughput; inhibition, % at 5 µM; AID 1899, 2009; TR-FRET GST/Flag-core106 dimerization, 1536-well; 0.33% of 300,000 active;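 active = inhibition above the mean of all tested compounds plus 3 SD, set per screening campaign, cut at about 45% in these data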
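Assay system: tagged HCV core106 pair (GST and Flag); medium: KF-containing HEPES buffer, pH 7.45, DTT, CHAPS, BSA; also added: Eu donor and XL665 acceptor anti-tag antibodies; dosing: 5 µM single dose; timing: compound-protein-antibody incubation 4 h at 22.5 °C; signal: TR-FRET 671 and 617 nm emission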
The depositor's hits bear a star; ? = inconclusive; nt = not tested or not shown.

SMILES	JMJD2C inh	procasp7 counter	GRK2 inh	VLA-4 inh	Fh CTSL1 inh	procasp3 activ	PP5 primary	PP1 inh	core dimer inh
COc1cc2ccccc2cc1C(=O)Nc1ccc(CN2CCOCC2)cc1	8	1	3	8	0	-5	-1.3	-3	10
O/N=C(\CN1CCCCC1)c1ccccc1	1	8	6	8	-3	8	-2.2	0	-1
Nc1nc(OCc2ccccc2)c2[nH]cnc2n1	14	-1	4	5	-7	2	1.2	-1	-13
COCOc1cc(O)c2c(=O)c(OCOC)c(-c3ccc(OCOC)c(OCOC)c3)oc2c1	?	6	0	-17	0	6	2.9	-1	-9
Cc1cc(/C=C2/C(=N)N3C(c4ccccc4)=CSC3=NC2=O)c(C)n1-c1ccccc1	-3	-26	4	-10	-4	-20	-6.3	13	45
N#Cc1cccc(NC(=O)CSc2sc3c(O)cc(=O)[nH]c3c2C#N)c1	3	0	3	0	4	1	1.8	9	-7
CC(C(=O)NC(=O)NCc1ccccc1)N1C(=O)c2ccccc2C1=O (stereo not drawn)	1	4	0	12	-3	12	1.6	-1	2
CCOc1ccccc1C(=O)NCCCN1CCN(CCCNC(=O)c2ccccc2OCC)CC1	5	-12	0	9	-2	7	0.0	-8	0
CC(C)(C)c1ccccc1OCC(=O)Nc1ccccc1C(=O)NCc1cccnc1	7	-1	0	-14	6	-10	6.1	-2	-9
CC(=O)N(C)c1ccc(NC(=O)c2ccc([N+](=O)[O-])cc2Cl)cc1	-3	11	0	12	1	6	0.7	-1	-5
O=C1C=C(c2cccc3c2oc2ccccc23)C[C@@H](c2ccc(F)cc2)C1	5	0	6	-4	nt	12	3.6	5	nt
Cc1ccc(S(=O)(=O)N2CCN(C(=O)COC(=O)COc3cccc4c3OC(C)(C)C4)CC2)cc1	2	-1	0	-8	7	8	0.3	13	-8
O=C(Nc1cccn2ncnc12)C(Cl)Cl	-4	-3	5	27	-6	-5	-2.6	-6	-5
Cc1ccc(-c2[nH]nc3c2C(C)C(C#N)=C(N)O3)cc1 (stereo not drawn)	12	0	1	9	-2	6	3.2	3	-2
C/C(=N\Nc1ccc([N+](=O)[O-])cc1)c1ccc(C#N)cc1	12	0	0	-2	5	4	-0.1	-2	4
c1ccc2[nH]c(CCCc3nc4ccccc4[nH]3)nc2c1	-2	2	0	2	-1	-2	2.2	-1	-6
Cc1ccc(S(=O)(=O)NCC2CCC(C(=O)NCc3ccccn3)CC2)cc1 (stereo not drawn)	24	2	0	10	-1	7	1.7	0	-1
COC(=O)c1ccc(CSc2nnnn2C)o1	-21	-10	0	-5	10	2	-5.5	-2	-8
Cn1c(/C(C#N)=C(\O)CN2CCN(Cc3ccccc3)CC2)nc2ccccc21	-2	-1	1	4	2	7	-1.0	-2	-6
NS(=O)(=O)c1ccc(CCNc2nc(CN3CCCCC3)nc3sc4c(c23)CCC4)cc1	-5	6	0	-2	-2	1	0.2	7	1

Structural class, the compounds so far with a thiophene ring, fused or not
SMILES	JMJD2C inh	procasp7 counter	GRK2 inh	VLA-4 inh	Fh CTSL1 inh	procasp3 activ	PP5 primary	PP1 inh	core dimer inh
N#Cc1cccc(NC(=O)CSc2sc3c(O)cc(=O)[nH]c3c2C#N)c1	3	0	3	0	4	1	1.8	9	-7
NS(=O)(=O)c1ccc(CCNc2nc(CN3CCCCC3)nc3sc4c(c23)CCC4)cc1	-5	6	0	-2	-2	1	0.2	7	1

New compounds follow:
SMILES	JMJD2C inh	procasp7 counter	GRK2 inh	VLA-4 inh	Fh CTSL1 inh	procasp3 activ	PP5 primary	PP1 inh	core dimer inh
Cc1ccc(/C=C(\C#N)C(=O)Nc2cccc(C)n2)cc1	1	0	1	7	3	9	1.7	0	10
O=C(OCn1nnc2ccccc2c1=O)c1ccc(O)cc1	0	0	0	11	-3	3	-2.0	1	0
COc1ccc(C(=O)N2CCC(C(N)=O)CC2)cc1S(=O)(=O)N1CCCC1	nt	1	0	-11	nt	0	-1.9	-5	nt
CCC(=O)c1ccc(OCC(=O)OCC(=O)c2cc(C)n(CC3CCCO3)c2C)cc1 (stereo not drawn)	0	3	0	14	-8	2	1.8	-4	1
O=C(Nc1ccc(F)cc1)c1cccnc1NCCc1ccccc1	2	12	35	-11	7	-5	5.0	-5	-6
O=C(C1=C[C@H](C2CCCCC2)C[C@H](OCCCCO)O1)N1CCN(Cc2ccc3c(c2)OCO3)CC1	-1	-2	2	4	6	1	1.9	-3	-5
CCCc1cc(Nc2c(C)n(C)n(-c3ccccc3)c2=O)n2c(nc3ccccc32)c1C#N	-4	-3	0	-9	2	-6	0.5	-3	1
CCCCSc1nc(SCC(=O)NCc2ccco2)c2c3c(sc2n1)COC(C)(CC)C3 (stereo not drawn)	-1	-3	0	-3	2	-4	4.4	10	15
COc1cccc(C(c2c(N)[nH]c(=S)[nH]c2=O)c2c(N)[nH]c(=S)[nH]c2=O)c1	-40	-7	1	6	3	-10	0.7	-4	1
C=CCSc1nnc2c(n1)OC(c1cccnc1)N(C(C)=O)c1ccccc1-2 (stereo not drawn)	-1	-2	0	-5	1	12	0.0	-2	-2
O=C(Nc1ccccc1N1CCCC1)C1CC(=O)N(Cc2ccccc2)C1 (stereo not drawn)	4	-2	0	-19	15	-3	0.1	-1	-5
CN(C)c1nc(Nc2ccc(Cl)cc2)nc(OCC#N)n1	1	5	0	-25	-3	12	2.3	4	3
COc1ccc(S(=O)(=O)NCCCN2CCCC2=O)c(OC)c1	-6	7	3	-1	-1	0	0.7	0	7
C=C(C)COc1ccc2c(C)c(CC(=O)OC)c(=O)oc2c1C	nt	8	0	9	5	9	0.9	1	4
CCOC(=O)NC1(NC2CCCCC2)Oc2ccccc2O1	14	-20	2	-5	-3	-11	1.1	0	-6
O=S(=O)(Nc1nnc(C2CCCCC2)s1)c1ccc(F)cc1	7	5	0	-2	2	13	-1.9	0	-4
COc1ccc(CCNc2oc(COc3ccc(Br)cc3)nc2C#N)cc1OC	-1	7	0	3	4	7	2.4	-2	1
COc1cccc(C2C(C#N)=C(N)N(N(C)C)C3=C2C(=O)CCC3)c1 (stereo not drawn)	0	17	0	10	-3	3	1.7	4	8
CCN1CCN(C(=S)NCc2ccc(C)cc2)CC1	-9	0	0	10	-2	-9	1.1	-1	0
CCc1ccc(NC(=O)c2cccc(NC3=NC4CS(=O)(=O)CC4S3)c2)cc1 (stereo not drawn)	-19	6	1	-11	5	-4	1.2	-1	-2

The list goes on (2 carried over from the part before).
SMILES	JMJD2C inh	procasp7 counter	GRK2 inh	VLA-4 inh	Fh CTSL1 inh	procasp3 activ	PP5 primary	PP1 inh	core dimer inh
CCN1CCN(C(=S)NCc2ccc(C)cc2)CC1	-9	0	0	10	-2	-9	1.1	-1	0
CCc1ccc(NC(=O)c2cccc(NC3=NC4CS(=O)(=O)CC4S3)c2)cc1 (stereo not drawn)	-19	6	1	-11	5	-4	1.2	-1	-2
CCN1CCN(S(=O)(=O)c2cccc3nsnc23)CC1	5	6	1	3	2	-64	-0.9	-4	0
O=C(Nc1nc(-c2ccccn2)cs1)c1ccccc1-n1cnnn1	-1	-13	2	1	0	-9	-0.2	1	1
COc1cc(NC(=S)N2CCN(C/C=C/c3ccccc3)CC2)cc(OC)c1	-45	-4	0	8	-2	-4	0.8	2	-1
CCOC(=O)C1CCN(C(=O)c2cccc(S(=O)(=O)N(CC)c3ccccc3)c2)CC1	-1	7	0	8	nt	5	-4.3	-3	nt
O=C(NCc1cccnc1)c1c[nH]c2cc3c(cc2c1=O)OCCO3	-13	0	0	-24	0	-7	1.8	2	-2
CCn1cc(C=O)c2cc(S(=O)(=O)N3CCOCC3)ccc21	-4	8	0	-4	0	1	0.8	0	-1
Cc1ccnc(NCc2ccc(Cl)cc2)c1	11	7	3	1	-4	-7	1.9	1	-2
CC(=O)Nc1ccc(S(=O)(=O)Nc2c(C)n(C)n(-c3ccccc3)c2=O)cc1	-19	4	0	-10	1	2	1.0	-2	-1
CN(CC(=O)NCc1ccncc1)S(=O)(=O)c1cc(Cl)ccc1Cl	6	5	0	7	-1	-4	-0.6	2	7
Cc1cc(NC(=O)Nc2ccccc2F)ccc1Br	5	0	0	66*	3	2	5.0	5	-7
CCOc1ccccc1/C=C/c1onc(C)c1S(=O)(=O)N1CCC(C(=O)NC(C)C)CC1	6	7	0	4	1	-4	-1.6	-1	1
Cc1cc(C)nc(-n2ncc(C#N)c2N)n1	5	-1	0	2	-1	1	1.2	0	-7
CN(C)c1cc[n+](CC(=O)Nc2ccc([N+](=O)[O-])cc2Cl)cc1	6	8	0	8	-3	1	-0.6	0	-5
COc1ccc(C(=O)COC(=O)[C@H](C)Nc2ccc(C(F)(F)F)cc2[N+](=O)[O-])c(OC)c1	5	1	3	24	-1	-1	0.7	-3	36
CC(CN1CCN(Cc2ccccc2)CC1)c1ccccc1 (stereo not drawn)	26	4	0	4	-5	7	0.2	0	0
Cc1ccc(C(NC(=O)N2CCOCC2)C(Cl)(Cl)Cl)cc1F (stereo not drawn)	6	-9	0	3	4	-4	-0.3	-5	8
C=CCn1c(COc2ccccc2-c2ccccc2)nnc1SCC(=O)NC(=O)NCc1ccco1	-3	-5	1	4	0	-6	4.6	16*	11
Cc1ccc(Cl)cc1NS(=O)(=O)N1CCOCC1	5	1	0	-8	2	-1	0.5	1	-28
COc1ccc(-n2nnnc2SCC(=O)Nc2nnc(C)s2)cc1OC	3	-14	1	9	3	-3	-2.5	-4	4
O=C(O)c1ccc(COc2c(F)c(F)cc(F)c2F)o1	9	7	21	12	0	-11	-0.9	-2	-1
CCOc1ccccc1Nc1nnc(C)c(=O)[nH]1	-19	-1	0	-8	-1	0	-2.9	-4	-11
CCCn1c(=N)n(CC(O)c2ccco2)c2ccccc21 (stereo not drawn)	-2	-1	2	12	-2	-5	4.4	1	2
CC(=O)c1c(C)[nH]c(C(=O)Nc2cccc(C#N)c2)c1C	-1	3	2	-9	1	-1	2.6	-2	1
COc1cc(/C=C2\CCCc3c2nc2ccccc2c3C(=O)O)cc(Br)c1O	11	-3	0	0	2	5	3.0	-2	-14
COc1ccc(N2C(=O)c3cccc4cccc(c34)C2=O)nn1	4	-3	1	1	2	0	0.2	-2	-3
COC(=O)[C@H](CC(C)C)N(Cc1ccccc1)S(=O)(=O)N(Cc1ccccc1)[C@@H](CC(C)C)C(=O)OC	-5	0	0	-8	nt	-1	nt	nt	nt
